High-throughput results as filed in PubChem.
SMARCA2 activ: SMARCA2 (BRM) function activators, primary screen, cell-based, luminescence, high throughput; activation, % at 9.1 µM; 370,000 compounds, 1% hits; AID 652017, 2013; MG213 cells, MMTV-luciferase reporter, dexamethasone, overnight; in the data active means activation above about 7.8%;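 further: 0% = vehicle wells and 100% = reference activator wells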
GC-A act: GC-A stimulated cGMP production enhancers – HEK293 GC-A cells, cGMP TR-FRET, EC30 ANP, primary screen; Atrial natriuretic peptide receptor 1 (Homo sapiens), P16066; 0% at EC30 ANP, 100% saturating ANP; activation, % at 10 µM; 370,000 compounds, 0.14% hits; in the data active means activation above about 40%
KLK7 zymogen act: proKLK7 zymogen activators, primary screen, biochemical, fluorescence intensity. Kallikrein-7 (Homo sapiens), P49862. purified proKLK7, EDANS-DABCYL substrate fluorescence; 100% is mature enzyme control, 0% vehicle. activation, % at 7 µM. 370,000 compounds, 0.9% hits. AID 652039, 2013;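 active means activation above the mean of all tested compounds plus 3 SD, computed per campaign excluding outliers beyond control limits, cut at about 13% in these data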
DAX1 inh-1: DAX1 (NR0B1) inhibitors on StAR promoter, primary screen, cell-based, luminescence, SF-1 (NR5A1), full-length DAX-1; HEK293T StAR-luciferase reporter, SF-1/DAX-1 repression relief; inhibition, % at 6.8 µM; 370,000 compounds, 1.1% hits; AID 652010, 2013;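 active means inhibition above the mean over all tested compounds plus 3 SD, cut at about 3.6% in these data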;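 further: 0% = DAX-1 cells with DMSO and 100% = cells lacking DAX-1 with DMSO; higher inhibition means more luminescence from relief of DAX-1 repression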
ssDAF-12 act: S. stercoralis DAF-12 nuclear receptor activators, primary screen, cell-based, luminescence, HEK293, GRIP1 co-expression, lit1-tk-luc; Nuclear hormone receptor DAF-12 (Strongyloides stercoralis); HEK293 ssDAF-12/GRIP1 lit1-tk-luc reporter; % of 3 µM dafachronic acid response; activation, % at 6.8 µM; 370,000 compounds, 1% hits; AID 652126, 2013;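 active means activation above the mean over all tested compounds plus 3 SD, cut at about 0.9% in these data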;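 further: 0% = DMSO-only wells and 100% = 3 µM delta7-dafachronic acid wells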
DAX1 inh-2: DAX1 (NR0B1) inhibitors, primary screen, cell-based, HEK293, Gal4-DAX1, luciferase luminescence; inhibition, % at 6.75 µM; AID 504766, 2011; HEK293 Gal4-DAX1 luciferase reporter; Nuclear receptor subfamily 0 group B member 1 (Homo sapiens), P51843; 340,000 compounds, 0.99% hits;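 active means inhibition above the mean over all tested compounds plus 3 SD, cut at about 4.2% in these data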;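 further: 0% = DAX1-transfected cells with DMSO and 100% = empty-vector control cells with DMSO; inhibition shows as a rise in luminescence from relieved DAX1 repression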
hcDAF12 agonist: H. contortus DAF-12 nuclear receptor activators, primary screen, cell-based, luminescence, HEK293, lit1-tk-luc reporter; HEK293 hcDAF-12 lit1-tk-luc reporter; 0% DMSO, 100% Δ7-dafachronic acid; activation, % at 6.8 µM; 370,000 compounds, 1.4% hits;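 active means activation above the mean of all tested compounds plus 3 SD, cut at about 5.5% in these data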;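 further: 100% = response to 3 µM Δ7-dafachronic acid high control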
hgDAF12 agonist: H. glycines DAF-12 receptor agonists, primary screen, cell-based, luminescence, HEK293, GAL4 fusion, UAS-luciferase. Nuclear hormone receptor DAF-12 (Heterodera glycines), GAL4 fusion. HEK293 GAL4-hgDAF12 UAS-luciferase reporter, agonist luminescence; normalized to butyrate control. activation, % at 6.8 µM. 370,000 compounds, 1.8% hits. AID 687014, 2013;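 active means activation above a cutoff set at the mean of all screened compounds plus 3 SD, cut at about 10% in these data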;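 further: 0% = DMSO wells and 100% = sodium butyrate wells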
GAA850 FXN act: FXN promoter activators, primary screen, cell-based, luciferase luminescence, HEK293 lucGAA850 | HEK293 lucGAA850 FXN promoter luciferase reporter, 24 h; percent of 10 µM SAHA response | 360,000 compounds, 0.56% hits | activation, % at 6 µM;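 active means activation above the average of all compounds screened plus 3 SD, cutoff fixed separately per campaign, cut at about 7.5% in these data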;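 further: 0% = DMSO wells and 100% = 10 µM SAHA wells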
GC-B act: human GC-B receptor activators, primary screen, HEK293 GC-B cells, cGMP TR-FRET, EC30 CNP | 370,000 compounds, 0.11% hits | AID 1920062, 2024 | activation, % at 10 µM | Atrial natriuretic peptide receptor 2 (Homo sapiens), P20594 | 0% at EC30 CNP, 100% saturating CNP;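 active means activation at 10 µM reaching about 35% in either raw or pattern-adjusted values, limit read from the data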
Target sequence (P20594 whole entry, looked up): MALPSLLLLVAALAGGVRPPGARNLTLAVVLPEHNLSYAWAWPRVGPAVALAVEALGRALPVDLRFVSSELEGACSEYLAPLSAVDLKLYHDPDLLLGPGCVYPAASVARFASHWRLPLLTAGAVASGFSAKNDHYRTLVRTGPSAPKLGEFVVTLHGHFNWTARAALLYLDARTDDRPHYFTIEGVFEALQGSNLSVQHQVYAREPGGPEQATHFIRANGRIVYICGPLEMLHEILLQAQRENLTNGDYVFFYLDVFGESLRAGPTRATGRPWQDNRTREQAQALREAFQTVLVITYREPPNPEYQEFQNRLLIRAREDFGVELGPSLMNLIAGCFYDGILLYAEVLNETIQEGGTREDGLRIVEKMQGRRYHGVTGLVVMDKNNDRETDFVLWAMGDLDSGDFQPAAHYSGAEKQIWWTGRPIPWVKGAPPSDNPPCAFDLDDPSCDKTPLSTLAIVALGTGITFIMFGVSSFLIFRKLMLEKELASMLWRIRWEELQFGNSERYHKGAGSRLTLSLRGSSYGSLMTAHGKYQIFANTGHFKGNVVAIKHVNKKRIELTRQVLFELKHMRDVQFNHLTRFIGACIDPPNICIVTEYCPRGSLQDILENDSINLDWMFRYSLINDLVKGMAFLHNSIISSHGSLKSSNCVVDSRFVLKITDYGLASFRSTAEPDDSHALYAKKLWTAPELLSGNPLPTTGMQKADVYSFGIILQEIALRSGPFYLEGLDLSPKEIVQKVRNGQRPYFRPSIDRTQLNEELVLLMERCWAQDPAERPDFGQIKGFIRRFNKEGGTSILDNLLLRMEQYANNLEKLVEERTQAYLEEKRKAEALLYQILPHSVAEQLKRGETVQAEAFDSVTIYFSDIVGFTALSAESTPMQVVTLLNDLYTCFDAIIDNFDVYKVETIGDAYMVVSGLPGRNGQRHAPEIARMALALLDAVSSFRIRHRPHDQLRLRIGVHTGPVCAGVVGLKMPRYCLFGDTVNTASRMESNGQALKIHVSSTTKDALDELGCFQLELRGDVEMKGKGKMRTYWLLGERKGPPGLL
HGIII-sPLA2 inh: human group III sPLA2 inhibitors, primary screen, biochemical, QFRET, BODIPY PC-A2 liposome substrate. AID 743126, 2013. 370,000 compounds, 0.56% hits. inhibition, % at 12.2 µM. QFRET BODIPY PC-A2 liposome hydrolysis, fluorescence;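 active means inhibition above mean plus 3 SD of compounds lying within the high and low control bounds, cut at about 19% in these data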;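 further: 0% = median of test compound wells and 100% = no enzyme DMSO wells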
Starred values were filed as active, the others as inactive; . = no result given.

SMILES,GC-A act,SMARCA2 activ,hcDAF12 agonist,DAX1 inh-1,GAA850 FXN act,hgDAF12 agonist,DAX1 inh-2,HGIII-sPLA2 inh,GC-B act,ssDAF-12 act,KLK7 zymogen act
CC(C)NC(=O)NC(=O)COC(=O)c1cccc(OC(F)F)c1,-0.6,-1.8,-0.4,-0.4,0.7,1.3,2.9,1.0,-3.2,-1.4,0.0
Cc1nn(Cc2ccccc2)c(C)c1NC(=O)CCCn1nc(C)c([N+](=O)[O-])c1C,-3.7,-6.4,-2.5,-0.8,8.4*,1.0,-1.7,11.1,4.5,-1.1,0.0
O=C(Cn1nnc(-c2ccc(Cl)cc2)n1)NCCC1=CCCCC1,1.7,-1.4,0.2,-0.2,-0.8,-2.0,-0.7,14.1,-6.7,-1.1,0.4
O=C(c1ccc(Cl)cc1[N+](=O)[O-])N1CCN(c2ccccn2)CC1,2.3,-3.6,-3.4,-0.7,2.0,-1.8,-2.0,7.6,-3.6,-1.4,-0.7
COc1ccc(NC(=O)c2nc[nH]c2C(=O)N2CCN(c3ccccc3)CC2)cc1,-0.7,0.4,-0.7,0.5,-1.1,-1.8,0.9,-2.9,3.4,-1.7,0.3
CCc1ccc(N2CC(C(=O)OCC(=O)Nc3ccc(C(C)=O)cc3)CC2=O)cc1 (stereo not given),1.5,-0.1,1.3,-0.5,-0.2,-0.1,-0.2,4.6,-8.2,-1.2,0.2
CCC(=O)c1cc2c(cc1NC(=O)c1ccc(C)cc1)OCCO2,-6.7,0.5,2.0,0.0,3.1,4.1,0.8,0.9,-3.0,0.1,0.2
Cc1nc2n(COCCO)cnn2c(=O)c1Br,0.7,-2.8,-2.5,0.4,2.5,1.6,0.7,1.0,-0.7,-0.8,-0.4
CC(=O)[C@H]1[C@H]([C@H](O)[C@H](O)CO)O[C@](O)(C(=O)O)C[C@@H]1O,3.2,0.8,-1.8,0.0,-0.4,0.1,0.9,-1.4,-3.9,-1.7,0.0
NNC(=O)c1ccc(COc2ccc3c(c2)CCC3)cc1,9.2,2.8,0.1,-0.6,1.8,4.7,0.3,-0.1,-3.6,-1.7,0.0
CC(C)(C)c1ccc(/C=C/C(=O)NC2=NCCS2)cc1,-1.7,3.3,6.6*,3.6,-0.5,7.4,-1.2,7.7,-2.2,0.2,0.8
Cc1noc(C)c1COc1cccc(C(=O)Nc2ccc(Br)cc2F)c1,-3.8,-0.1,-2.6,-2.9,-3.2,0.7,-1.8,0.0,-5.7,-1.5,-0.3
CCCCP(=O)(CCCC)c1ccccc1C(=O)O,0.9,0.0,-1.2,-0.2,0.1,0.0,-0.8,8.5,9.2,-0.6,-0.2
COCCCNC(=O)CSc1c2c(nc3ccc(Cl)cc13)CCCC2,-0.6,1.4,0.0,-0.2,2.0,-2.9,-0.1,1.8,-4.8,-2.3,0.1
Nc1nc(SC23CC4CC(CC(C4)C2)C3)ns1,-6.9,0.4,-0.7,-0.4,3.1,-0.6,-0.3,-1.2,-1.0,0.2,-0.5

Next structures follow.
SMILES,GC-A act,SMARCA2 activ,hcDAF12 agonist,DAX1 inh-1,GAA850 FXN act,hgDAF12 agonist,DAX1 inh-2,HGIII-sPLA2 inh,GC-B act,ssDAF-12 act,KLK7 zymogen act
C(=C\c1ccccc1)/CN1CCN(C(c2cccs2)c2nnnn2C2CCCC2)CC1 (stereo not given),-4.9,-0.9,-2.5,0.7,.,-2.8,.,-9.2,-8.7,-1.4,-0.2
Cc1noc(NS(=O)(=O)c2ccc(NC(=O)CCC3CCCC3)cc2)c1C,-0.2,0.6,-0.2,0.3,-2.3,0.4,0.5,-4.3,-2.8,-0.9,-0.6
CC(C)S(=O)(=O)N1CCCC(c2cc(C(=O)Nc3ccc(F)c(Cl)c3)no2)C1 (stereo not given),6.2,-1.3,3.4,-1.0,-0.3,3.9,.,-5.8,2.8,-1.3,-0.5
COc1ccccc1CNC(=O)CN(C)S(=O)(=O)c1cccc2cccnc12,-3.4,-3.6,-1.6,-0.5,1.9,-0.9,0.5,3.1,-2.3,-1.6,-0.3
Nc1nonc1-c1nc2ccccc2n1Cc1ccc(F)cc1Cl,24.2,-5.6,1.4,0.5,0.1,-1.4,-0.3,-3.0,32.4,-0.4,0.6
COc1cccc(CCNC(=O)CCc2nnc(Cc3cc(OC)ccc3OC)o2)c1,-4.8,1.4,0.3,-0.2,-0.9,2.7,0.5,-1.7,5.7,0.1,-0.2
Nc1c(Cl)ncnc1N1CCCC1,-0.7,0.7,-1.6,-0.3,1.9,5.5,-0.9,2.4,5.0,-1.1,-0.1
CCOc1ccc(C(=O)NCc2ccc3c(c2)OCO3)cc1OCC,1.0,0.1,0.4,0.0,3.7,-1.9,0.0,6.0,-2.9,-0.5,-0.5
Cc1ccc(N2CC(C(=O)Nc3cccnc3)CC2=O)cc1C (stereo not given),-2.4,-4.3,-3.0,0.3,1.6,0.1,-1.2,7.2,-5.2,-0.9,0.1
COCCN(C(=O)CN1CCN(S(=O)(=O)c2ccc(F)cc2)CC1)c1c(N)n(Cc2ccccc2)c(=O)[nH]c1=O,3.9,-2.1,2.2,0.5,0.8,-2.4,-0.7,5.2,-1.2,-1.7,0.6
O=C(O)c1ccccc1C(=O)c1ccc(Sc2ccc(Cl)cc2)c([N+](=O)[O-])c1,1.9,0.2,1.0,-0.5,-0.1,-0.2,8.1*,-23.5,3.2,-1.2,-0.6
O=C(NC1CCC(O)CC1)c1ccc2c(c1)S(=O)(=O)N=C1CCCCCN12 (stereo not given),1.1,-1.3,-0.5,1.6,0.8,-0.8,-0.4,2.7,-0.3,0.0,0.1
O=C(O)c1ccc(N2C(=O)/C(=C/C=C/c3ccccc3)SC2=S)cc1,4.3,-0.2,-4.0,-0.5,4.1,-0.5,0.8,1.4,-6.5,-1.1,1.1
O=C(Nc1ccc(F)c(Cl)c1)NC1CC1,0.9,4.3,-0.5,-0.7,0.3,1.8,-1.5,3.8,-3.0,-0.7,0.2
COc1ccccc1N1CCN(CC(=O)NCC2CCCO2)CC1 (stereo not given),2.2,0.2,-0.9,-0.3,-1.6,-2.1,0.1,5.3,4.4,-1.2,-0.2

(next part)
SMILES,GC-A act,SMARCA2 activ,hcDAF12 agonist,DAX1 inh-1,GAA850 FXN act,hgDAF12 agonist,DAX1 inh-2,HGIII-sPLA2 inh,GC-B act,ssDAF-12 act,KLK7 zymogen act
CC(=O)Nc1ccc(Nc2cc(C(C)C)nc3c(-c4ccccc4)c(C)nn23)cc1,-3.6,-6.0,-0.3,-0.8,0.1,-1.0,-0.5,9.2,18.6,-1.6,-23.7
Cc1ccc2[nH]c(=O)c(CN(CC3CCCO3)C(=S)Nc3ccccc3)cc2c1 (stereo not given),-1.8,-1.5,-1.3,-0.6,-2.9,-2.2,0.9,1.6,-2.4,-1.5,1.1
C=CCN(c1ccccc1)S(=O)(=O)c1cccc(C(=O)Nc2ncccc2C)c1,1.8,1.7,-0.2,-2.4,-0.7,-3.9,-0.7,-0.8,1.9,-0.7,-0.3
CCOc1cc(/C=N/NC(=O)C(C)Sc2ccccc2)ccc1O (stereo not given),1.1,1.4,-1.6,-1.6,-0.3,0.5,0.8,5.2,5.6,-1.2,0.1
COc1ccc(OCc2cc(C(=O)NC3CCOCC3)no2)c2ccccc12,-0.5,1.8,6.3*,-2.2,-1.8,3.0,-0.4,0.1,-3.1,-0.1,0.7
COc1ccccc1N(C)S(=O)(=O)c1ccc(C(=O)OCC(=O)N2CCC2)cc1,4.8,3.0,1.2,-0.2,-2.5,-1.1,0.3,0.6,-0.6,-1.2,0.1
Cc1ccc(C(=O)CSc2nc3ccccc3c(=O)[nH]2)cc1C,0.1,-0.4,-2.3,0.0,3.3,2.7,0.0,-45.4,3.7,-1.0,0.1
COc1ccc2c(CC(=O)OCC(=O)Nc3ccc(S(N)(=O)=O)cc3)coc2c1,-3.1,-2.0,-0.3,0.8,-0.8,0.4,0.8,-15.3,-4.7,-1.8,-0.7
CC(=O)n1nc(-c2ccc(C)cc2)nc1NCc1ccco1,0.0,3.3,3.5,2.6,4.4,5.5,0.2,-11.4,0.5,-1.6,-0.5
Cc1ccsc1C(=O)OCc1nc2ccsc2c(=O)[nH]1,5.4,-2.1,-0.7,1.2,0.2,0.5,-0.6,1.5,0.4,-0.6,0.0
Cn1nnnc1Sc1ncnc2scc(-c3ccc(F)cc3)c12,7.2,-2.5,-4.1,-2.3,-2.1,-8.2,-3.6,4.2,9.1,-2.0,0.0
O=C(CN1C(=O)NC(Cc2ccccc2)C1=O)Nc1ccc(F)cc1 (stereo not given),7.7,-2.9,-1.9,0.3,0.6,-0.2,4.5*,-2.0,-3.0,-1.2,-0.2
CC1CCc2c(sc(NC(=O)CCc3nc4ccccc4c(=O)[nH]3)c2C#N)C1 (stereo not given),-0.7,4.1,0.8,1.7,1.4,-0.3,0.0,3.2,-0.6,-0.5,-0.4
CCN(CC)CCN(Cc1cc2cc3c(cc2[nH]c1=O)OCCO3)C(=O)NC1CCCCC1,-0.3,-0.4,0.4,0.6,1.8,4.4,-0.4,5.0,2.8,-0.5,3.7
CC(C)(O)C#Cc1ccc(C(=O)NCCc2ccc(S(N)(=O)=O)cc2)cc1,0.4,-0.6,0.7,-0.3,-0.5,-3.0,-0.1,-6.9,3.6,-2.2,0.1

(list continues)
SMILES,GC-A act,SMARCA2 activ,hcDAF12 agonist,DAX1 inh-1,GAA850 FXN act,hgDAF12 agonist,DAX1 inh-2,HGIII-sPLA2 inh,GC-B act,ssDAF-12 act,KLK7 zymogen act
Cc1ccc(C)c(CSC2=NCCN2S(=O)(=O)c2ccccc2)c1,-3.7,-0.9,-1.0,0.8,-2.2,0.4,-0.7,-9.7,-4.6,-1.5,0.4
CCc1nc2ccc(C(=O)NCCCn3ccnc3)cn2c1N(C)CCCc1ccccc1,-3.2,-0.5,-1.5,-0.6,0.5,-4.5,.,-18.3,-5.2,-1.4,0.5
O=C(Cc1ccc(F)cc1)NCC1CCCO1 (stereo not given),2.0,0.2,-0.6,-0.2,1.0,1.2,-1.1,-3.0,0.0,-1.6,-0.1
O=C(c1ccc(Cl)c(Cl)c1)N1CCN(Cc2ccc3c(c2)OCO3)CC1,13.2,-2.1,-2.5,-0.7,-0.9,-1.7,-0.7,-0.8,-1.0,-1.5,0.6
COCCOc1ccc(C(F)(F)F)cc1NC(=O)COC(=O)Cc1c[nH]c2ccccc12,-9.4,3.5,2.1,-4.8,0.3,3.0,0.6,-102.2,-8.1,-1.1,0.2
